ARNT TACC3 PPI: disruptors of ARNT/TACC3 protein interaction, primary screen, biochemical, AlphaScreen, single concentration; Transforming acidic coiled-coil-containing protein 3 (Homo sapiens), Q9Y6A5; AlphaScreen His-ARNT PAS-B/GST-TACC3 binding, luminescence; TACC3 fragment carries E629A point mutation; inhibition, % at 9.99 µM; actives 0.66% (n = 390,000); AID 623870, 2012;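 active = mean inhibition of replicates at least 50% and at least half of replicates each reaching 50%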;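 also: 0% = complete ARNT plus TACC3 wells and 100% = ARNT alone without TACC3; many hits fall short of the cut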
PglD inh: C. jejuni PglD acetyltransferase inhibitors, primary screen, biochemical, DTNB colorimetric, single point; UDP-N-acetylbacillosamine N-acetyltransferase PglD (Campylobacter jejuni); purified PglD enzyme, DTNB colorimetric CoA detection; inhibition, % at 12.5 µM; actives 0.098% (n = 360,000); AID 602405, 2012; in the data active = inhibition above about 16%, passing the limit was not always enough; also: strong numbers were not always called active
C2C12 statin: suppressors of statin myotoxicity in C2C12 myotubes, primary screen, cell-based, single point, plate reader; C2C12 myotubes + simvastatin, ATP luminescence, 48 h; scaled: DMSO 0, geranylgeraniol control 100; rescue of ATP level, % at 7.49 µM; actives 0.78% (n = 330,000); AID 602340, 2012;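 active = mean ATP rescue above about 67%, or every replicate alone reaching that limit, limit read from the data, passing the limit was not always enough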;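 also: myotubes were challenged with 10 µM simvastatin during compound exposure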
LGR2 antag: inhibitors of bursicon-induced LGR2 CRE-luciferase signal, primary screen, cell-based, HEK293, CRE-luciferase reporter, bursicon stimulation; Drosophila bursicon receptor LGR2 (rickets); bursicon-stimulated, 4 h; inhibition, % at 9.99 µM; actives 0.35% (n = 380,000); AID 720647, 2013;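 active = drop in luminescence signal, shown as inhibition above about 50% in the replicate tests, limit read from the data, passing the limit was not always enough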;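 also: agonist challenge used bursicon conditioned medium at about half maximal strength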
PAX8 inh HTS: inhibitors of PAX8-driven TPO luciferase reporter, primary screen, RMG-I cells, single concentration. inhibition, % at 12.6 µM. actives 1.2% (n = 360,000). SteadyGlo, 24 h;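 active = mean replicate inhibition at least 60% with every replicate also reaching 60%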;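 also: luciferase light reporting Pax8 driven TPO promoter activity; plate controls were median of neutral control wells for no effect and mitoxantrone controls for full effect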
Cneo AK release: Cryptococcus neoformans cell lysis inducers, primary screen, AK release luminescence, single concentration. C. neoformans lysis, adenylate kinase release luminescence, 4 h; normalised: neutral wells 0, clomiphene wells 100. actives 0.2% (n = 360,000). AID 651654, 2012. lysis activity, % at 15 µM;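 active = mean lysis activity across replicates of at least 80%, whatever share of replicates individually reach that level; inactive = mean lysis activity below 80%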
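Material: C. neoformans cells | Amount: Yeast cell density of 5 × 10^6 cells/mL | Medium: Fresh YPD growth medium | Dosing: Single dose | Times: Static 4 h at 37 °C with compound, 1 h detection | Detection: AK luminescence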
INS-1E GSIS act: GLuc luminescence reporter in INS-1E cells, primary screen for activators of glucose-dependent secretion of insulin; INS-1E GLuc reporter insulin secretion, 2-3 h; activation, % at 16.6 µM; actives 0.61% (n = 370,000); AID 743287, 2014;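 active = lowest replicate activation of at least 40%, so every replicate reaches that level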;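 also: 0% = median of neutral control wells and 100% = median of IBMX positive control wells; some compounds called inactive have numbers as strong as hits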
PGC1a acetyl inh: inhibitors of PGC1a acetylation signal, primary screen, cell-based, U2OS, AlphaScreen, inhibitor mode | AlphaScreen anti-acetyl-lysine; with virally co-expressed GCN5 acetyltransferase | inhibition, % at 15.6 µM | actives 0.17% (n = 350,000);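 active = every replicate shows inhibition of at least 40%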;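 also: 0% = neutral control wells and 100% = positive control wells; some results beyond the cut were filed as inactive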
* = called active by the depositor; / = no result given; & = joins results of further samples.

SMILES	ARNT TACC3 PPI	PglD inh	C2C12 statin	LGR2 antag	PAX8 inh HTS	Cneo AK release	INS-1E GSIS act	PGC1a acetyl inh
CCC(NC(=O)C1CCCO1)c1ccccc1 (stereo unspecified)	-15.6	2.5	-1.4	-6.5	-5.6	0.3	2.5	/
COc1ccc(Cl)cc1C(=O)N1CCC2(CC1)CC(=O)c1ccccc1O2	2.7	/	/	11.4	6.0	/	-13.2	/
COc1ccccc1C(=O)NCC(=O)NCCc1ccc(Cl)cc1	2.0	/	2.4	0.4	-2.2	/	-4.8	/
COC(=O)[C@@H]1C[C@@]2(O)[C@H](O)[C@H](O)[C@H](O)C[C@H]2N1Cc1ccccc1OS(=O)(=O)c1ccc(C)cc1	-0.6	-1.4	9.4	1.5	-10.7	-1.3	-0.8	/
CC(C)(C)C(=O)N1CCN(C(c2ccccc2)c2ccccc2)CC1	-6.2	-8.2	4.7	/	/	1.0	/	/
CN(C)/C=C/C(=O)c1ccc(Cl)s1	2.8	/	/	-40.5	-32.2	/	-10.8	-2.7
Nc1nc2cc(S(=O)(=O)N3CCOCC3)ccc2o1	3.1	5.1	4.1	16.4	/	-0.3	/	-2.9
CC(CCc1ccccc1)NC(=O)Cc1ccc(Br)cc1 (stereo unspecified)	17.3	-7.4	21.8	-1.1	-0.2	3.4	-37.2	-31.4
O=C(Nc1ccc2c(c1)[C@H]1C[C@@H](CC(=O)N3CCOCC3)O[C@@H](CO)[C@H]1O2)C1CCOCC1	/	-2.2	2.6	-10.9	1.0	-1.6	5.5&5.9	8.9
Cc1ccc(-c2nn(-c3ccccc3)cc2CO)cc1	-3.5	-1.4	-4.1	-38.7	-142.8	-3.2	-2.2	16.1
C#Cc1ccc(C(=O)Nc2cc(C(N)=O)ccc2N2CCOCC2)cc1	-21.1	1.3	-6.9	/	/	-1.3	/	-3.8
COc1cc(NC(=S)NCCc2ccccc2)c(OC)cc1NC(=O)CC(C)C	-0.3	/	/	-0.6	9.5	/	-14.5	3.2
CCCCn1c(N)c(N(CC(C)C)C(=O)CN2C(=O)NC3(CCC(C(C)(C)CC)CC3)C2=O)c(=O)[nH]c1=O (stereo unspecified)	/	6.9	6.1	10.8	16.0	1.6	31.9	/
CNC[C@@H]1OCCCC[C@@H](C)Oc2ccc(NS(=O)(=O)c3ccc(OC)cc3)cc2C(=O)N([C@H](C)CO)C[C@@H]1C	-8.8	0.9	7.5	6.9	-5.6	0.6	-3.8	-3.9
N#CCCN(C(=O)COC(=O)c1cccc(S(=O)(=O)N2CCCCCC2)c1)c1ccc(F)cc1	/	0.4	2.1	12.3	7.7	-4.7	-13.9	/
CCOC(=O)c1ccc(N2CC(O)=C(c3nc4ccccc4c(=O)[nH]3)C2=N)cc1	-0.8	5.8	11.8	/	/	-0.5	/	/
C=CCOc1ccc(/C=N/n2cncn2)cc1OC	-7.1	4.2	-2.0	/	7.0	3.4	/	-5.2
CCC(=O)N1CC2(C1)[C@@H](c1ccccc1)[C@@H](CO)N2CCC(F)(F)F	/	/	/	9.4	5.3	/	2.8	2.7
CC(C)Cc1nnc(NC(=O)C2CC(=O)N(Cc3ccccc3)C2)s1 (stereo unspecified)	-1.4	1.8	2.9	3.1	0.6	3.6	7.4	/
CCCCNC(=O)c1cn(CC)c2cc(N3CCN(C)CC3)c(F)cc2c1=O	/	-2.0	/	7.3	6.2	1.6	25.9	-15.4
COc1cc(-c2ccccc2)nc2ccccc12	-5.9	-5.4	95.3*	/	/	0.1	/	-21.4
COc1ccc(OC)c2c(C)cc(C)nc12	-1.6	/	/	13.4	21.0	/	27.4	/
COc1ccc2nc(SCC(C)=O)c(C#N)cc2c1	/	-18.1	16.7	-16.0	-76.8	-1.4	-21.3	-3.4
Cc1ccc(S(=O)(=O)N2CCN(C3CCN(Cc4ccccc4)CC3)CC2)cc1	0.5	0.3	-36.3	/	/	-2.3	/	-16.8
COc1ccc(S(=O)(=O)N(C)C[C@H]2Oc3c(NC(=O)CCCCCC(=O)Nc4ccccc4N)cccc3C(=O)N([C@H](C)CO)C[C@H]2C)cc1	/	/	/	7.0	3.7	/	10.7	11.5
O=C(c1ccccc1)N1CC(=O)N2[C@@H](CO)[C@H](c3ccc(C#CC4CC4)cc3)[C@@H]2C1	/	/	/	-3.3	0.5	/	7.7	4.0
Cn1nc(C(=O)NC2CCCCC2)c2ccccc2c1=O	-20.1	3.5	-13.3	/	-4.8	5.6	/	-7.9
Cc1c(NC(=O)C(Sc2ccccc2)c2ccccc2)cccc1[N+](=O)[O-] (stereo unspecified)	-6.0	0.0	111.9*	/	/	-5.8	/	-21.1
CO[C@@H]1CN(C)C(=O)c2ccc(NC(=O)c3ccccc3)cc2OC[C@H](C)N(C(C)=O)C[C@H]1C	-3.1	4.4	5.8	-10.7	/	7.0	5.2	2.4
COc1ccc(-c2nnn(CC(=O)N(CC(=O)NCCC(C)C)Cc3cccs3)n2)cc1OC	5.7	/	18.3	-4.2	/	/	-4.6	-13.0

Overlap with the part before: three entries; new compounds follow.
SMILES	ARNT TACC3 PPI	PglD inh	C2C12 statin	LGR2 antag	PAX8 inh HTS	Cneo AK release	INS-1E GSIS act	PGC1a acetyl inh
Cc1c(NC(=O)C(Sc2ccccc2)c2ccccc2)cccc1[N+](=O)[O-] (stereo unspecified)	-6.0	0.0	111.9*	/	/	-5.8	/	-21.1
CO[C@@H]1CN(C)C(=O)c2ccc(NC(=O)c3ccccc3)cc2OC[C@H](C)N(C(C)=O)C[C@H]1C	-3.1	4.4	5.8	-10.7	/	7.0	5.2	2.4
COc1ccc(-c2nnn(CC(=O)N(CC(=O)NCCC(C)C)Cc3cccs3)n2)cc1OC	5.7	/	18.3	-4.2	/	/	-4.6	-13.0
Cc1cc(C(=O)Nc2cccc3c2O[C@H](CN(C)C(=O)Nc2ccc(C(F)(F)F)cc2)[C@@H](C)CN([C@@H](C)CO)C3=O)n(C)n1	6.4	0.4	-33.7	-10.0	-8.2	2.8	-12.7	-15.3
COc1ccc(NC(=O)N(C)C[C@H]2OCCCC[C@@H](C)Oc3ccc(NC(=O)CCC(F)(F)F)cc3C(=O)N([C@H](C)CO)C[C@@H]2C)cc1	-8.7	-1.4	-11.4	6.4	-24.6	1.0	18.2	3.1
C[C@H](CO)N1C[C@H](C)[C@H](CN(C)Cc2ccccc2)Oc2ccc(NC(=O)Nc3cccc4ccccc34)cc2C1=O	-22.6	-0.1	-9.2	23.7	1.2	-1.4	-7.2	/
C[C@@H]1CN([C@H](C)CO)S(=O)(=O)c2ccc(-c3ccc(C#N)cc3)cc2O[C@@H]1CN(C)C	-2.7	1.2	1.8	-2.7	/	-9.8	26.4	3.3
COC(=O)CC(c1ccc(C#N)cc1)n1c(C)ccc1C (stereo unspecified)	-1.8	-1.0	16.4	3.5	0.3	0.3	-2.6	0.6
Nc1nc2c(ncn2[C@@H]2O[C@H](CNCC3=Cc4cc(O)ccc4OC3)[C@@H](O)[C@H]2O)c(=O)[nH]1	/	-1.1	1.1	6.3	15.0	1.2	-8.4	-1.0
COC(=O)[C@]1(CC(C)C)N[C@H](c2ccc(SC3CCCCC3)cc2)[C@@H]2C(=O)N(C)C(=O)[C@@H]21	3.5	-2.2	-2.1	6.4	-8.9	-0.1	-2.2	-18.8
Cc1cc(=O)[nH]c(NCc2ccccc2)n1	3.9	/	/	0.4	22.1	/	-1.6	-7.5
CC(C)CCNC(=O)CN(CC1CCCO1)C(=O)CCC(=O)Nc1nccs1 (stereo unspecified)	-7.6	-2.9	/	/	/	1.3	/	0.7
COCC(=O)NC[C@@H]1[C@@H](c2ccc(-c3ccccc3)cc2)[C@H](CO)N1C(C)=O	-9.2	2.7	-3.3	7.3	-7.1	-0.7	3.8	0.9
O=C(Nc1ccccc1)c1cc(C2CCCCN2S(=O)(=O)Cc2cccc(C(F)(F)F)c2)on1 (stereo unspecified)	/	3.1	2.9	-11.1	-31.0	-0.5	-2.8	-3.0
O=C(CNC(=O)c1ccc(Cl)cc1)Nc1ccc(S(=O)(=O)Nc2ncccn2)cc1	-7.8	-0.9	0.7	-1.5	-7.7	0.9	12.4	-2.8
CCC(=O)Nc1ccc2c(c1)C(=O)N(C)[C@H]1CC[C@@H](CC(=O)NCCc3ccncc3)O[C@@H]1CO2	6.3	1.2	0.7	-7.4	-5.3	10.2	2.5	0.6
COc1cc(NS(=O)(=O)c2ccc(N/C=C\C(=O)c3ccc(F)cc3)cc2)nc(OC)n1	-0.7	-1.6	/	1.1	-11.4	1.0	-4.8	/
CCCC(C(=O)NCc1ccco1)N(C(=O)CNS(=O)(=O)c1ccccc1)C1CCCC1 (stereo unspecified)	-0.5	-2.4	5.7	/	/	2.4	/	2.3
COc1cccc(C2/C(=C(\O)c3ccc(OC)c(OC)c3)C(=O)C(=O)N2c2cc(C)on2)c1 (stereo unspecified)	-9.9	-5.5	-10.9	24.6	/	0.4	-5.5	-2.5
COc1ccc(CCNC(=O)c2cc3c(=O)n4ccccc4nc3n(CC3CCCO3)c2=N)cc1OC (stereo unspecified)	4.2	-4.8	10.3	0.9	/	-1.2	1.0	-23.8
COCC(=O)Nc1ccc2c(c1)C(=O)N(C)C[C@H](OC)[C@H](C)CN(C(=O)COC)[C@H](C)CO2	-7.7	5.7	12.3	4.0	-1.1	-5.4	10.8	/
Cn1c(SCC(=O)N2CCCC2)nc2ccccc2c1=O	-3.9	-2.7	-11.6	/	/	5.0	/	11.1
CCOC(=O)C1CCN(c2c(NCCN(CC)c3ccccc3)c(=O)c2=O)CC1	4.1	2.7	-0.5	2.8	2.0	-9.0	19.5	-0.9
COc1ccc(CCC(=O)Nc2ncc(C)s2)cc1OC	11.1	-4.7	33.0	-26.1	-1.4	-2.1	-7.7	/
COc1cccc(Nc2ncnc3sccc23)c1	-20.5	5.8	-15.6	-2.2	-176.0	-2.6	4.3	1.8
C[C@@H]1CN([C@H](C)CO)C(=O)Cc2cc(NC(=O)Cc3ccccc3)ccc2O[C@@H]1CN(C)Cc1ccc(C(F)(F)F)cc1	8.5	5.1	3.6	19.4	85.9*	7.7	-32.6	-7.9
Cc1ccc2c(CN3CCN(c4ccccc4)CC3)cc(=O)oc2c1	/	1.3	-2.3	2.1	-30.7	-1.0	-9.1	-1.2
Cc1cc(-c2ccccc2)[nH]c(=O)c1C#N	4.9	/	/	18.9	7.5	/	5.8	/
COC(=O)/C=C1\S/C(=N/N=C/c2ccccc2)NC1=O	-1.3	3.1	/	-21.3	16.5	-2.3	-17.5	/
C#CCOCCOCCOCCNc1nc(N2CCN(C(=O)[C@H](C(C)C)n3cc(CCO)nn3)CC2)nc(N2CCN(C(=O)[C@H](C(C)C)n3cc(CCO)nn3)CC2)n1	-5.2	-2.1	1.7	-33.5	6.9	1.3	3.1	5.5

Bioassay records deposited in PubChem BioAssay by Broad Institute.
